Assay outcomes (PubChem)
PAFAH1B3 inh: blocks human PAF acetylhydrolase 1B catalytic subunit 3; Q15102; recombinant PAFAH1B3, FP-rhodamine probe, fluorescence polarization; inhibition, % at 3.39 µM; hit rate 0.28% among 340,000; AID 492972;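 active means inhibition above the screen-wide average of all tested compounds plus 3 SD, cut at about 25% in these data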;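 further: 0% = enzyme with DMSO only and 100% = wells lacking PAFAH1B3 protein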
Target sequence (Q15102 whole entry, looked up): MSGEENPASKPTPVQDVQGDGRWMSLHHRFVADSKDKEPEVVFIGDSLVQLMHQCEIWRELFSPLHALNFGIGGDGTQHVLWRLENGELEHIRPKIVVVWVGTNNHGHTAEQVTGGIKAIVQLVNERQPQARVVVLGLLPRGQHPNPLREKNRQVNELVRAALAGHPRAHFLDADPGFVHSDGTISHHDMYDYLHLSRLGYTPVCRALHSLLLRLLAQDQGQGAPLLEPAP
LYPLA1 inh: LYPLA1 (human) inhibition in PME1 counter-screen | O75608 | recombinant LYPLA1, FP-Rh probe fluorescence polarization | inhibition, % at 5.9 µM | hit rate 0.16% among 320,000 | AID 2174;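 active means inhibition above the mean of all tested compounds plus 3 SD, set per campaign, cut at about 14% in these data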;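 further: inhibitors block serine hydrolase probe labeling of LYPLA1 so polarization falls; 0% = enzyme with DMSO and 100% = wells lacking LYPLA1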
PREPL inh: inhibitors of human prolyl oligopeptidase-like enzyme PREPL | Q4J6C6 | recombinant PREPL, fluorescence polarization activity-based probe | inhibition, % at 5.96 µM | hit rate 0.68% among 320,000; in the data active means inhibition above about 43%;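 further: 0% = enzyme with DMSO and 100% = wells lacking enzyme; many of its hits are not listed in these tables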
Target sequence (Q4J6C6 whole entry, looked up): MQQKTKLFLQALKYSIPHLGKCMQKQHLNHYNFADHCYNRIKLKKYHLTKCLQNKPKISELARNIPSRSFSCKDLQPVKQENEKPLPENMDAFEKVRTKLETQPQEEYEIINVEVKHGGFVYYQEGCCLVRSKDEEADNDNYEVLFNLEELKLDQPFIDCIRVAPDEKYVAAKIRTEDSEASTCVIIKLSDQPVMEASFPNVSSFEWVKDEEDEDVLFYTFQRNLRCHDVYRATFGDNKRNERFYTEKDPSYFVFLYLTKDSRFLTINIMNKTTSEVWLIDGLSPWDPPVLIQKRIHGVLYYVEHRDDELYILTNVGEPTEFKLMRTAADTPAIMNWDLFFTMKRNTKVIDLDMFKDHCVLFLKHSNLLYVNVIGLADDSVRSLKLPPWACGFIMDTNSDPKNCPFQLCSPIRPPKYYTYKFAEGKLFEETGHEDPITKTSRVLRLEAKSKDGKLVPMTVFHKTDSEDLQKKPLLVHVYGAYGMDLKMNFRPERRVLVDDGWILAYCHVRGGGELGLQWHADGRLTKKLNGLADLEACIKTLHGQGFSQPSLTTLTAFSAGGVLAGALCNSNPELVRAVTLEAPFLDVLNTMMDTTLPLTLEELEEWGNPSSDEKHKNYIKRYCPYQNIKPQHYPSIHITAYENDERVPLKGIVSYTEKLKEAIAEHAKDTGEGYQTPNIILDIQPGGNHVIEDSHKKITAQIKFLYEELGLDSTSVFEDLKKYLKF
PAFAH2 FP inh: PAFAH2 (human) inhibition; recombinant PAFAH2, FP-rhodamine activity probe, fluorescence polarization; inhibition, % at 3.39 µM; hit rate 0.99% among 340,000;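 active means inhibition above the mean over all tested compounds plus 3 SD, cut at about 30% in these data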;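 further: inhibitors block probe labeling of enzyme so polarization drops; 0% = enzyme with DMSO and 100% = wells lacking PAFAH2 protein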
LYPLA2 counter: blocks human lysophospholipase 2, a PME1 counter-screen; O95372; recombinant LYPLA2, FP-Rh probe fluorescence polarization; inhibition, % at 5.9 µM; hit rate 0.38% among 320,000;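 active means inhibition above the screen-wide mean plus 3 SD, limit set per campaign, cut at about 26% in these data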;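 further: 0% = LYPLA2 with DMSO and 100% = wells lacking LYPLA2 enzyme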
EBNA-1 inh: blocks EBNA-1 binding to DNA | EBNA-1 DNA binding, fluorescence polarization | inhibition, % at 14.8 µM | hit rate 0.34% among 300,000 | AID 1950; in the data active means inhibition above about 28%
ZTA DNA inh: blocks Epstein-Barr virus ZTA, an EBNA-1 counter-screen. P03206. ZTA-DNA binding, fluorescence polarization. inhibition, % at 11 µM. hit rate 0.15% among 320,000. AID 2234; in the data active means inhibition above about 33%
GSTO1 counter: blocks human GSTO1 in RBBP9 counter-screen; P78417; recombinant GSTO1, activity-based probe fluorescence polarization; inhibition, % at 5.96 µM; hit rate 1.1% among 300,000; AID 1974;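 active means inhibition above the campaign mean inhibition plus 3 SD, cut at about 35% in these data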;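 further: 0% = GSTO1-1 with DMSO and 100% = wells lacking GSTO1-1 enzyme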
PAD4 inh: blocks human protein arginine deiminase 4; Q9UM07; recombinant PAD4, RCA probe fluorescence polarization; inhibition, % at 6.36 µM; hit rate 0.41% among 330,000; AID 485272;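 active means percent inhibition above a cutoff equal to the mean of all tested compounds plus 3 SD, cut at about 15% in these data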;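 further: 0% = PAD4 with RCA probe and DMSO and 100% = probe without PAD4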
Numbers without * were called inactive; . = no result given. Some of the compounds tested, so the mix of outcomes need not match the whole.

Values run as follows: PAD4 inh, GSTO1 counter, EBNA-1 inh, ZTA DNA inh, PAFAH1B3 inh, PAFAH2 FP inh, PREPL inh, LYPLA1 inh, LYPLA2 counter
> Cc1ncc(C[n+]2csc(CCOC(=O)CC3C4CC5CC(C4)CC3C5)c2C)c(N)n1 (stereo not drawn)
 : -1, -5, -12, 4, -3, 1, -13, 0, -1
> CCc1ccc(N2CC(C(=O)N/N=C/c3cc([N+](=O)[O-])ccc3O)CC2=O)cc1 (stereo not drawn)
 : -3, -20, -1, 8, ., ., 6, -4, 2
> CSc1nnc(-c2sc3cc(C(F)(F)F)cnc3c2-c2ccccn2)n1C
 : -4, 3, 10, 10, 6, 1, -2, 0, 3
> O=S(=O)(c1ccc2oc3ccccc3c2c1)N1CCCC1
 : 0, 1, 8, -2, -1, -1, -13, 0, -2
> Cc1nc2c(C#N)c(C)[nH]n2c(=O)c1Cc1ccccc1
 : -1, -105, 6, 6, 12, 10, -1, 1, -4
> CC1(C)CC(=O)C(N=Nc2ccc(F)cc2)=C(O)C1
 : 0, 3, 5, 10, 9, 3, 8, 0, 3
> O=C(CC1Sc2ccccc2NC1=O)Nc1ccccc1[N+](=O)[O-] (stereo not drawn)
 : 4, -3, -13, 9, 2, 0, 7, -1, 1
> COc1ccc(/C=N/NC(=O)c2ccc(=O)[nH]n2)cc1OC
 : -5, -8, 11, -10, 0, 0, 7, 0, -1
> C=CC[C@]12CCc3sccc3C1N(c1ccc(C(=O)OCC)cc1)C2=O (stereo partly drawn)
 : -3, ., ., -11, 2, -2, 9, -6, 2
> Cc1ccnn1CC(=O)N/N=C/c1cn[nH]c1-c1ccc(F)cc1
 : -2, 4, 6, 3, 1, 3, 0, -2, 0
> C=CCN(C(=O)CNC(=O)c1ccco1)C(C(=O)NC1CCCC1)c1ccc(OC)cc1 (stereo not drawn)
 : -5, 0, -11, -13, -1, -8, 13, 3, 2
> Cc1ccc(NNC(=O)c2ccc(Cl)cc2)nn1
 : -4, 5, 6, 5, 1, -4, 4, 0, 2
> Cc1ccc(C(=O)N2CCN(S(=O)(=O)c3ccccc3)CC2)s1
 : -1, 3, -6, 2, 5, 1, -9, -2, 2
> O=C(Cc1ccc(Cl)cc1)NCCCNC(=O)c1cccnc1
 : -1, 4, -10, -34, 7, 7, 13, 2, 0
> CC1CN(C(=O)Nc2ccc3c(c2)OCCO3)CC(C)O1 (stereo not drawn)
 : 4, -5, 18, -2, 2, 2, 24, -4, 4
> N#CCc1ccc(NS(=O)(=O)c2cccs2)cc1
 : 0, 3, -5, -2, -5, -2, 10, 1, -2
> O=C(CSc1cccc[n+]1[O-])Nc1ccc(C(F)(F)F)cc1[N+](=O)[O-]
 : -2, 15, 1, 5, 1, -1, 7, -1, 0
> CC(=O)Oc1ccc(/C=N\NC(=O)c2cc3c(ccc4ccccc43)o2)cc1
 : -4, -4, 4, 3, 9, -5, 6, -1, -1
> CCCCc1nnc(NC(=O)c2ccc3c(=O)n4c(nc3c2)CCC4)s1
 : 1, -7, 0, -2, -5, -5, -1, -2, 0
> CCCSc1nc2sc3c(c2c(=O)n1CC)CC(C)(C)OC3
 : 2, 2, -3, 0, -6, 1, 13, 2, 3
> Cc1nnc(NC(=O)C2CCCN(S(=O)(=O)c3ccccc3C(F)(F)F)C2)s1 (stereo not drawn)
 : 2, 11, 12, 3, -1, 3, -13, 3, 3
> O=C(c1ccco1)N1CCN(Cc2cc(=O)c(OCc3ccc([N+](=O)[O-])cc3)co2)CC1
 : 5, -2, 11, 4, 9, 1, 13, 4, 14
> Cc1cccc(CN2CCN(CC(=O)N3CCCC3)C2=O)c1
 : -1, -1, 10, 8, -2, 2, 2, -1, -2
> NC(=O)N(CCC(=O)O)c1ccccc1
 : -3, -5, -10, 8, 3, 7, -6, 3, -3
> Cc1cc(C(F)(F)F)nn1CC(=O)NNC(=S)Nc1ccc(Cl)cc1
 : 0, 6, 3, -1, 0, 10, 17, -2, 4
> S=C(NCc1ccccn1)Nc1ccccc1
 : -4, -5, -6, 2, 4, -2, 11, -2, 3
> CCCNC(=S)N1CCN(c2nc(C)nc3sc4c(c23)CCCC4)CC1
 : -1, 1, -16, -6, 4, -1, 6, -3, -6
> O=C(NC(=S)N1CCCC1)c1ccccc1
 : 2, 10, -5, -17, -4, 6, 17, 5, 9
> COc1ccc(N2C(=NC(C)=O)SC3CS(=O)(=O)CC32)cc1OC (stereo not drawn)
 : 0, -9, 5, 12, 2, -5, -2, 0, -2
> CCOc1ccc(N2CC(O)=C(c3ccccc3)C2=N)cc1
 : 2, -12, -9, -2, 1, 2, 8, -1, -4
> CCCc1cc(C(=O)Nc2c(C)n(C)n(-c3ccccc3)c2=O)no1
 : -1, -1, -10, -14, -4, 1, 6, 1, -2
> COc1cc(C)ccc1OCCOCCOc1ccccc1[N+](=O)[O-]
 : -1, -3, -3, -10, 4, 2, -4, -1, -1
> CCN(CC(O)CON=C1c2ccccc2-c2ccccc21)S(=O)(=O)c1ccc(C)cc1 (stereo not drawn)
 : -3, -12, -2, -8, -19, -30, 2, -19, -36
> Cc1cn(Cc2ccccc2Cn2cc(C)c(=O)[nH]c2=O)c(=O)[nH]c1=O
 : 0, 6, -1, 2, 9, 4, 3, 3, -1
> COc1ccc(-c2nnc(SC(C)C(=O)NCc3ccc4c(c3)OCO4)n2Cc2ccco2)cc1 (stereo not drawn)
 : 2, 0, 2, 11, -8, -6, 12, 1, 2
> Cc1ccc(S(=O)(=O)NCC2CCC(C(=O)NCc3ccc4c(c3)OCO4)CC2)cc1 (stereo not drawn)
 : -3, 5, -1, 16, 9, -3, 14, 4, 21
> O=C(Nc1cccc(F)c1)NC1CC2CCCC(C1)N2C1CC1 (stereo not drawn)
 : -1, -3, -5, -17, 7, -2, -9, -2, 0
> Cc1cc(C(=O)CSc2n[nH]c(N)n2)c(C)n1-c1cc(F)ccc1F
 : 1, -3, 0, 4, 9, 2, -13, -2, 1
> CCNC(=S)NC1CC2CCCC(C1)N2Cc1ccc(C)cc1 (stereo not drawn)
 : 2, -4, -6, -5, 9, -13, -57, -2, 3
> O=C(O)c1cccc(Cn2c(Cl)c(/C=N/NC(=O)c3cccc(O)c3)sc2=O)c1
 : 2, -5, -5, -19, 2, 3, -4, -2, -2
> Cc1cc(/C=N/O)c(C)n1-c1cccc(Cl)c1
 : 0, 1, 11, 0, -6, 5, 0, 0, -3
> C=CC[n+]1c(-c2ccccc2)csc1NC(C)(C)C
 : -5, -1, 5, -12, 3, 1, 5, 0, -1
> CCOC(=O)C1CC(C)=C(C)CC1C(=O)O (stereo not drawn)
 : -3, -3, 9, 5, 8, 0, -1, 0, -4
> Cn1c(=O)[nH]c(=O)c2c1nc(Br)n2Cc1cccc(Br)c1
 : -2, -4, 6, 3, 1, -1, -62, 3, 1
> O=C(COc1ccc2ccccc2c1)NC1CC1
 : -1, -1, 5, -9, 1, -2, -10, 0, -4
> Cn1c(SCc2n[nH]c(=S)n2-c2ccccc2)nnc1-c1ccccc1
 : 3, 4, 0, -4, -6, 8, 5, 2, 7
> O=C(O)CCCCCNC(=O)CCn1cnc2ccccc2c1=O
 : -3, 3, 11, 9, -1, 0, 6, 1, -1
> COc1c2ccoc2c(OC[C@@H](O)C(C)(C)O)c2oc(=O)ccc12
 : -1, -2, -1, 5, 13, -1, 9, 1, 2
> Cc1nnc(SCSc2nnc(C)s2)s1
 : 0, 8, -5, -12, -5, 1, 8, 0, 3
> Oc1ccccc1N1CCN(CC(O)COC2CCCc3ccccc32)CC1 (stereo not drawn)
 : 0, 6, 0, 13, 3, -1, 4, 0, 1

Remaining list, next part:
Values run as follows: PAD4 inh, GSTO1 counter, EBNA-1 inh, ZTA DNA inh, PAFAH1B3 inh, PAFAH2 FP inh, PREPL inh, LYPLA1 inh, LYPLA2 counter
> COc1cc(C)c(CN2CCSCC2)cc1C
 : -1, 2, 12, 2, 10, 4, 9, 3, 5
> Cn1cnnc1SCC(=O)Nc1sccc1C#N
 : 0, 4, 9, -8, 10, 8, 14, -4, -9
> Cc1cc(C(=O)Nc2nc3c(s2)CCCC3)no1
 : 0, 2, 9, 5, 7, 12, -6, -2, -5
> COCCCNC(=O)CN(c1cc(Cl)cc(Cl)c1)S(C)(=O)=O
 : 0, 6, -1, 10, -5, 7, 9, 0, 3
> COC(=O)c1cn(Cc2ccccc2C)nn1
 : -1, 5, -2, 1, 0, -12, -7, 1, -1
> Cc1ccc(-c2cc(C(=O)Nc3cccnc3)[nH]n2)c(O)c1C
 : -9, -37, 6, 9, 1, -8, 5, -24, -31
> O=C(C1CCCO1)N1CCN(S(=O)(=O)c2ccc(F)cc2)CC1 (stereo not drawn)
 : -1, 0, 6, -1, 9, 3, 22, 0, 1
> Cc1cccc(NC(=S)NNC(=O)c2ccccc2Br)c1
 : 0, 7, 10, 6, 2, -8, -2, 0, -4
> Cc1ccc(SCC(=O)NC(=O)NCc2ccccc2)c(C)c1
 : -1, 4, 0, 12, -4, -7, -15, -4, -3
> CCn1cc(C(=O)NCCC(C)C)c(=O)c2cc(F)c(N3CCN(C)CC3)cc21
 : 0, -9, 5, -3, -5, 3, -5, -1, 5

Brought forward from above: two compounds, followed by the next part.
Values run as follows: PAD4 inh, GSTO1 counter, EBNA-1 inh, ZTA DNA inh, PAFAH1B3 inh, PAFAH2 FP inh, PREPL inh, LYPLA1 inh, LYPLA2 counter
> Cc1ccc(SCC(=O)NC(=O)NCc2ccccc2)c(C)c1
 : -1, 4, 0, 12, -4, -7, -15, -4, -3
> CCn1cc(C(=O)NCCC(C)C)c(=O)c2cc(F)c(N3CCN(C)CC3)cc21
 : 0, -9, 5, -3, -5, 3, -5, -1, 5
> Cc1cc(NC(=O)NC(=O)c2cccc(OC(F)(F)C(F)F)c2)n[nH]1
 : -3, -4, 5, 16, 1, -2, -3, 0, -6
> CC(Sc1nc(N)c2c3c(sc2n1)CSC(C)(C)C3)C(=O)Nc1ccccc1 (stereo not drawn)
 : 2, -6, 12, -11, 6, -24, -1, -17, -32
> Cc1cc(C)c([N+](=O)[O-])cc1NC(=O)CCS(=O)(=O)c1ccccc1
 : -3, 0, -1, 2, 4, -10, 1, 1, 1
> Cc1oc(-c2ccccc2F)nc1CSCC(=O)NC1CC1
 : -5, -1, 8, 7, 8, -2, 3, -2, -1
> COc1ccc2oc(=O)c(C(=O)Oc3ccc(NC(C)=O)cc3)cc2c1
 : 0, 1, -2, -4, 17, 10, 19, 2, -3
> COC(=O)C1=COC(OC2OC(CO)C(O)C(O)C2O)C2C1C=CC2(O)CO (stereo not drawn)
 : -1, 15, 1, 10, 5, 3, 9, 0, 0
> Cc1ccc(/C=C(\C#N)C(=O)NCC2CCCO2)o1 (stereo not drawn)
 : -6, -2, 7, 4, 13, -4, -1, 2, -4
